# POLH inh: qHTS for Inhibitors of Polymerase Eta; DNA polymerase eta (Homo sapiens), Q9Y253; recombinant Pol eta, fluorescent DNA replication assay; Potency, µM (top dose mostly 114 µM), for inactives: top-dose activity change, negative = inhibition, usual class: inhibitors; actives 1.2% (n = 390,000); AID 588591, 2011; also: potency is read from the fitted curve at half-maximal effect; % is scaled to controls: 0 for no effect and ±100 for the full control effect
#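 Pol eta at 10 nM preincubated with compounds 15 min at room temperature; reaction started with fluorescent substrate (50 nM final) and read kinetically at 0 and 10 min.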
# BLM inh: qHTS Assay for Inhibitors of Bloom's syndrome helicase (BLM); RecQ-like DNA helicase BLM (Homo sapiens), P54132; recombinant BLM DNA unwinding, fluorescence dequenching; Potency, µM (highest dose often 56.1 µM), inactives show top-dose activity change, negative = inhibition, most hits filed as inhibitors; actives 0.2% (n = 350,000); AID 2528, 2010;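 also: potency is read from the fitted curve at half-maximal effect; plate controls were vehicle for no effect and no enzyme for full effect; nearly all actives have a fitted effect of over 35% in size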
# Target sequence (P54132 whole entry, looked up): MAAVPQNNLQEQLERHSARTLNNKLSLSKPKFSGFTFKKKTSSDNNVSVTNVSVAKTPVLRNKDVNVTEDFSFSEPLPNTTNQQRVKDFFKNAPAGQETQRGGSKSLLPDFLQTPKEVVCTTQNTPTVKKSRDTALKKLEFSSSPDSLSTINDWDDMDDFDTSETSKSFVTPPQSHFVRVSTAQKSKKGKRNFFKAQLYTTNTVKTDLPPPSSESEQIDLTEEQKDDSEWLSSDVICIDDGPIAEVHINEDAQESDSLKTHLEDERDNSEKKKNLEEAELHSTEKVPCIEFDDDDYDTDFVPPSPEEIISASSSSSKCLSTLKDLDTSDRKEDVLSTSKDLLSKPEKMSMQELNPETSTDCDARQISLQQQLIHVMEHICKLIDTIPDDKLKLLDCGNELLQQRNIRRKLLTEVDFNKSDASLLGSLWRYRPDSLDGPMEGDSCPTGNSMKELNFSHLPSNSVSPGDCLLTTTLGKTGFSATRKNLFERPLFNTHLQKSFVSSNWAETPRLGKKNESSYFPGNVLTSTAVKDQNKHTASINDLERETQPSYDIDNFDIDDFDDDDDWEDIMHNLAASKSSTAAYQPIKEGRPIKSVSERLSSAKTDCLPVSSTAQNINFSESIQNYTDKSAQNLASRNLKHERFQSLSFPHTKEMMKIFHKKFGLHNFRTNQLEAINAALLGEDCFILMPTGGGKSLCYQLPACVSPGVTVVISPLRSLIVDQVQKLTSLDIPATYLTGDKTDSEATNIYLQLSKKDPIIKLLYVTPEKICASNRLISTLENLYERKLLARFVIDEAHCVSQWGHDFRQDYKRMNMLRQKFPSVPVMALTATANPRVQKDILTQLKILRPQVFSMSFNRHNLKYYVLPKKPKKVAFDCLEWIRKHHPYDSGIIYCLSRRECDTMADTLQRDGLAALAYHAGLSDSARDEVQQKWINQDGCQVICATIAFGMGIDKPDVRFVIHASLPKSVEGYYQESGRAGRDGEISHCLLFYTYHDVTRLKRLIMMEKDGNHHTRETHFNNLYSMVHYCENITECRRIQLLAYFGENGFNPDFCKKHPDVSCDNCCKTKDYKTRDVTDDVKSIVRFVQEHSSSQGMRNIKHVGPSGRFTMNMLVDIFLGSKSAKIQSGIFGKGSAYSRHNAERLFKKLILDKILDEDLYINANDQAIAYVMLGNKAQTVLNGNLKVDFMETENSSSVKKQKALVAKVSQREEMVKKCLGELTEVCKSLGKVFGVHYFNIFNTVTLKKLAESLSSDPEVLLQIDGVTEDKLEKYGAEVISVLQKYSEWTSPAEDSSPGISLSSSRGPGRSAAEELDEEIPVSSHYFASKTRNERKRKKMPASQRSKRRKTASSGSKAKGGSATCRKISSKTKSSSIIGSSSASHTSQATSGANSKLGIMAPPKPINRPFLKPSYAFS
# Tb PGK inh: qHTS Assay to Find Inhibitors of Phosphoglycerate Kinase; PGK/GAPDH coupled, Kinase-Glo luminescence, 60 min; Potency, µM (highest dose often 57.5 µM), without a hit: at the top dose activity change, negative = inhibition, hits mostly inhibitors; actives 0.043% (n = 380,000); AID 602233, 2012; also: potency is read from the fitted curve at half-maximal effect; % is scaled to controls: 0 for no effect and ±100 for the full control effect; nearly all actives have a fitted effect of over 60% in size
#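 Recombinant glycosomal PGK reaction used 1,3-bisphosphoglycerate generated in-well by GAPDH (100nM final) in 100mM TEA pH 7.6, 5mM MgCl2, 0.01% Tween-20. After 60 minutes at room temperature, ATP was read by Kinase-Glo Plus luminescence end-point.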
# RXFP1 antag: qHTS Assay for Antagonists of the Relaxin Receptor RXFP1. activity change, negative = inhibition, % at 57.5 µM. actives 0.59% (n = 350,000). AID 1259400, 2018. HEK293-RXFP1, relaxin-stimulated cAMP HTRF, 30 min; active compounds read low. Relaxin receptor 1 (Homo sapiens), Q9HBX9;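 active = activity change of -60% or lower, but not beyond a set lower limit; inconclusive = change between -60% and -40%, or beyond the set limit; inactive = change above -40%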; also: % is scaled to controls: 0 for no effect and ±100 for the full control effect
# Pol kappa inh: qHTS for Inhibitors of Polymerase Kappa; purified Pol kappa, fluorescent DNA synthesis assay, 10 min; AID 588579, 2011; Potency, µM (highest dose often 107 µM), for inactives: at the highest dose activity, negative = inhibition, most hits filed as inhibitors; actives 0.53% (n = 400,000); also: potency is read from the fitted curve at half-maximal effect; % is scaled to controls: 0 for no effect and ±100 for the full control effect
#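 Pol kappa 10 nM + cpd, 15 min RT; start w/ substrate 50 nM final; fluorescence kinetic read, 0 and 10 min. Neg ctrl: buffer, no enzyme.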
# Pol iota inh: qHTS for Inhibitors of Polymerase Iota. AID 588590, 2011. actives 1% (n = 390,000). Pol iota fluorescent replication assay, 10 min. DNA polymerase iota (Homo sapiens), Q9UNA4. Potency, µM (series often up to 115 µM), without a hit: at the top dose activity, negative = inhibition, usual class: inhibitors; also: potency is read from the fitted curve at half-maximal effect
#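 Pol iota at 10 nM preincubated 15 min with compounds at room temperature; reaction started with fluorescent substrate, 50 nM final. Fluorescence read kinetically at 0 and 10 min; buffer-only wells as negative control.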
# Anesthetic bind: qHTS Assay for Identification of Novel General Anesthetics. Potency, µM (top dose mostly 77.5 µM), without a hit: at the top dose activity change, negative = displacement, most hits filed as inhibitors. Ferritin light chain (Equus caballus), P02791. apoferritin/1-aminoanthracene competitive binding, fluorescence. actives 0.074% (n = 350,000); also: potency is read from the fitted curve at half-maximal effect; % is scaled to controls: 0 for no effect and ±100 for the full control effect; nearly all actives have a fitted effect of over 20% in size
#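 Concentration-response curves derived by four-parameter Hill fitting of normalized fluorescence, where compounds displaced 1-AMA from 10 uM horse apoferritin following a brief 10 min room-temperature incubation; propofol titration acted as positive control.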
# POLB inh: qHTS Assay for Inhibitors of DNA Polymerase Beta | Potency, µM (doses to about 114 µM), for the others: at the highest dose activity change, negative = inhibition, hits mostly inhibitors | actives 1.3% (n = 340,000) | P06746 | Pol beta primer extension/strand displacement, fluorescence kinetic; also: potency is read from the fitted curve at half-maximal effect; % is scaled to controls: 0 for no effect and ±100 for the full control effect
#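 Enzyme-only controls used 10 nM Pol beta; buffer lacking enzyme served as negative control. Compound preincubated 15 min, then 50 nM substrate added; 0 and 10 min reads at room temperature.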
# APE1 inh: qHTS Assay for Inhibitors of the Human Apurinic/apyrimidinic Endonuclease 1 (APE1); actives 0.35% (n = 350,000); AID 2517, 2012; DNA repair nuclease/redox regulator APEX1 (Homo sapiens), P27695; recombinant APE1, TAMRA/BHQ-2 abasic DNA cleavage fluorescence; Potency, µM (top dose mostly 65.8 µM), for the others: at the highest dose activity change, negative = inhibition, hits mostly inhibitors;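 also: potency is read from the fitted curve at half-maximal effect; plate controls were vehicle for no effect and reference inhibitor for full effect; nearly all actives have a fitted effect of over 55% in size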
#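 Endonuclease cleavage of a quenched abasic-site DNA duplex (50 nM) by APE1 (0.75 nM) was tracked by TAMRA dequenching. Compounds were preincubated with enzyme 15 min at room temperature; data normalized to buffer-only and DMSO wells plus NSC13755 control.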
# Numbers without * were called inactive; i = inactive; u = inconclusive; x = no result given; [ ] = another dose, or the depositor's remark. Unless noted, calls follow the shape of the dose curve; as a rule, active = well fitted curve in the direction sought with a large enough effect; inconclusive = small, poorly fitted or top-dose-only effect, or another doubt; inactive = no such curve, though single readings can be large; an effect the other way counts as inactive or inconclusive.
SMILES,POLH inh,BLM inh,Tb PGK inh,RXFP1 antag,Pol kappa inh,Pol iota inh,Anesthetic bind,POLB inh,APE1 inh
CCOC(=O)c1c(NC(=O)CCCOc2ccc(C(C)(C)C)cc2)sc2c1CCCC2,-15%,-9%,-1%,x,-18%,u,1%,12%,x
Cc1ccc(C(C)n2cc(C(=O)NCc3ccccn3)nn2)cc1 (stereo not given),2%,-4%,3%,7,-20%,13%,-24%,6%,1%
Nc1cc(=O)[nH]c(SCC(=O)Nc2cc(S(=O)(=O)N3CCCCC3)ccc2Cl)n1,-17%,x,-12%,-7,-28%,u,x,x,5%
COc1ccc(C(=O)c2ccc(N(C)C)cc2)c(OC)c1,-7%,-3%,0%,-21,-5%,5%,-23%,0%,-1%
CCCCc1ccc(NC(=O)CSc2nc3ncccc3[nH]2)cc1,-9%,-6%,-3%,-7,-11%,-22%,-7%,8%,5%
CC(c1ccccc1F)n1cc(C(=O)NCCc2ccco2)nn1 (stereo not given),10%,-1%,-1%,6,1%,7%,u,u,18%
CCOC(=O)c1csc(NC(=O)CSc2nnnn2-c2ccc(OC)cc2)n1,6%,-6%,7%,-11,-1%,14%,u,0%,-4%
COc1cccc(N2CCN(C(=O)CCC(=O)N3CCOc4ccc(C)cc43)CC2)c1,-18%,0%,-7%,7,13%,-2%,-17%,0%,28%
O=C(COc1ccc(-c2nnco2)cc1)N1CCN(S(=O)(=O)c2ccc3ccccc3c2)CC1,-7%,0%,2%,-10,0%,14%,-2%,-20%,-4%
O=C(CNS(=O)(=O)c1ccc(Br)cc1)NCc1cccnc1,-14%,-1%,3%,-4,-1%,34%[activator],-2%,46%,1%
COc1nc(C)ccc1-c1noc(-c2ccco2)n1,-1%,-1%,-9%,-10,-2%,-5%[58.9 µM],-1%,-2%,-2%
CCOc1cccc(CC(=O)NCc2ccc3c(c2)CCN3C(=O)c2ccc(F)cc2)c1OCC,-8%,-1%,-7%,-3,-9%[60.1 µM],29%,-6%,0%,x
CC1=Nn2c(nnc2-c2ccco2)SC1,-9%,-4%,-9%,-8,5%,-4%,-6%,13%,-1%
O=C(OCC(=O)N1CCOCC1)c1ccc2ccccc2c1,-3%,x,-10%,12,-21%,97%[activator],x,x,11%
CC12CCC(C(=O)Nc3ccncc3)(CC1O)C2(C)C (stereo not given),-14%,-4%,i,6,-5%,7%,-8%,-27%,1%
CCC(=O)N(C1=C(NC(C)C)C(=O)c2ccccc2C1=O)C(C)C,6%,-6%,2%,4,8%[60.1 µM],u,-8%,-21%,-1%
O=C(CCc1nc2ccccc2c(=O)[nH]1)Nc1nnc(SCc2ccccc2F)s1,u,x,-6%,4,-5%,7%,x,x,-5%
CC(=O)Nc1ccc(S(=O)(=O)N2CCSC2C(=O)O)cc1 (stereo not given),-11%,-2%,10%[11.5 µM],-14,-2%,1%,-2%,4%,3%
Cc1cc(C)n2c(Nc3c(C)cccc3C)c(-c3ccsc3)nc2n1,3%,4%,i,x,6%,-13%,134%[activator],34%,x
CC(C)COC(=O)c1cc(=O)[nH]c2ccccc12,-14%,-8%,i,-6,2%,-12%,-19%,24%,-4%
CCCOc1cccc(C(=O)Nc2ccc3c(c2)OCCO3)c1,-10%,-10%,-4%,-7,-2%,-14%,-10%,-2%,24%
Cc1ccc(C)c(NC(=O)CN(C)S(=O)(=O)c2cccc3nsnc23)c1,-15%,-1%,i,-7,2%,18%,-23%,34%,x
C=CCN1C(=O)S/C(=C/c2ccsc2)C1=O,-17%,4%,-8%,9,-25%,4%,0%,27%,u
CCC1Sc2ccc(S(=O)(=O)CCC(=O)N3CCc4ccccc43)cc2NC1=O (stereo not given),14%,-1%,2%,-15,-32%,31%[activator],-6%,-12%,-22%

# Part of the list above in order of molar mass, smallest number first.
SMILES,POLH inh,BLM inh,Tb PGK inh,RXFP1 antag,Pol kappa inh,Pol iota inh,Anesthetic bind,POLB inh,APE1 inh
CC1=Nn2c(nnc2-c2ccco2)SC1,-9%,-4%,-9%,-8,5%,-4%,-6%,13%,-1%
CC(C)COC(=O)c1cc(=O)[nH]c2ccccc12,-14%,-8%,i,-6,2%,-12%,-19%,24%,-4%
C=CCN1C(=O)S/C(=C/c2ccsc2)C1=O,-17%,4%,-8%,9,-25%,4%,0%,27%,u
COc1nc(C)ccc1-c1noc(-c2ccco2)n1,-1%,-1%,-9%,-10,-2%,-5%[58.9 µM],-1%,-2%,-2%
CCCOc1cccc(C(=O)Nc2ccc3c(c2)OCCO3)c1,-10%,-10%,-4%,-7,-2%,-14%,-10%,-2%,24%
CCC(=O)N(C1=C(NC(C)C)C(=O)c2ccccc2C1=O)C(C)C,6%,-6%,2%,4,8%[60.1 µM],u,-8%,-21%,-1%
CC(=O)Nc1ccc(S(=O)(=O)N2CCSC2C(=O)O)cc1 (stereo not given),-11%,-2%,10%[11.5 µM],-14,-2%,1%,-2%,4%,3%
Cc1cc(C)n2c(Nc3c(C)cccc3C)c(-c3ccsc3)nc2n1,3%,4%,i,x,6%,-13%,134%[activator],34%,x
CCC1Sc2ccc(S(=O)(=O)CCC(=O)N3CCc4ccccc43)cc2NC1=O (stereo not given),14%,-1%,2%,-15,-32%,31%[activator],-6%,-12%,-22%
O=C(CCc1nc2ccccc2c(=O)[nH]1)Nc1nnc(SCc2ccccc2F)s1,u,x,-6%,4,-5%,7%,x,x,-5%
CCOc1cccc(CC(=O)NCc2ccc3c(c2)CCN3C(=O)c2ccc(F)cc2)c1OCC,-8%,-1%,-7%,-3,-9%[60.1 µM],29%,-6%,0%,x

# The results go on:
SMILES,POLH inh,BLM inh,Tb PGK inh,RXFP1 antag,Pol kappa inh,Pol iota inh,Anesthetic bind,POLB inh,APE1 inh
O=C(NCCS(=O)(=O)N1CCCCCC1)c1ccc(F)cc1,-4%,x,i,-5,2%,26%,x,x,1%
Cc1ccc(C(=O)NNC(=O)c2ccc(Br)s2)cc1S(=O)(=O)N1CCOCC1,-12%,x,-3%,-8,3%,-24%,x,x,30%
O=C(NCc1ccccn1)C1CCN(S(=O)(=O)N2CCC3(CC2)OCCO3)CC1,-6%,-10%,-10%,-8,-5%,24%,5%,38%,2%
O=C(c1cccc(Br)c1)N1CCN(C(=O)N2CCCCC2)CC1,-8%,-4%,x,9,-3%,4%,2%,1%,2%
CSc1ccc(CN2CCCC(N3CCN(c4ccccc4)CC3)C2)cc1 (stereo not given),3%,-2%,1%,-5,-17%,18%,9%,-2%,13%
O=C(Nc1ccccc1)c1cc([N+](=O)[O-])ccc1N1CCCCC1,-11%,x,12%,-10,-4%,-14%,x,x,17%
CC1CCCN(C(=O)Cn2c3ccccc3c3nc4n(c(=O)c32)CCS4)C1 (stereo not given),-20%,2%,-8%,0,-1%,114%[activator],-2%,5%,3%
COc1ccc2sc(-c3ccccc3OC)c(-c3ccc(OCCN(C)C)cc3)c2c1,-19%,x,-1%,x,-16%,11%,x,x,-10%
Cc1cccc(Nc2ncnc3onc(-c4cccc(Cl)c4)c23)c1C,3%,-11%,-1%,x,-7%,-2%,-12%,6%,-8%
COCc1nc2oc3ccc(F)cc3c(=O)c2cc1C(=O)OC,-9%,-3%,i,-5,3%,38%[activator],1%,-10%,14%
O=C(COC(=O)c1ccc(F)c(S(=O)(=O)N2CCOCC2)c1)Nc1ccc2[nH]c(=O)[nH]c2c1,-25%,x,i,6,-1%,u,x,x,-14%
Cc1ccc2c(c1)c(=O)c1ccccc1n2CCCC(=O)Nc1ccc(Cl)c(Cl)c1,-14%,-2%,-3%,1,1%,23%,-10%,4%,x
Cc1ccc(NC(=O)CSc2n[nH]c(C)c2[N+](=O)[O-])cc1C,-10%,0%,i,-4,-11%,27%,-5%,10%,-5%
Cn1cccc1Cc1nnc(SCC(=O)NCC2CCCO2)n1-c1ccc(F)cc1 (stereo not given),-9%,-2%,0%,x,-4%,24%,1%,-23%,4%
C/C(=N\NC(=O)CSCc1ccc(Cl)cc1)c1ccc(NC(=O)c2ccccc2)cc1,-15%,-4%,i,-15,-2%,-2%,-10%,18%,1%
CC(C)NC(=O)C1CCC(Cn2c(=O)c3sccc3n(CC(=O)N3CCCC3)c2=O)CC1 (stereo not given),-22%,3%,0%,-7,11%,25%,-5%,5%,x
COc1ccc(OC)c(NC(=O)c2ccc(CSc3nnc(C)s3)cc2)c1,-1%,-12%,7%,-10,-17%,64%[activator],-11%,16%,u
COC(=O)c1[nH]c2c(c1C)C(=O)CC(c1cccs1)C2 (stereo not given),-8%,-1%,8%,-3,-8%,0%,-13%,0%,2%
CCCS(=O)(=O)N1CCC(C(=O)NCc2ccccc2Cl)CC1,-14%,-1%,5%,8,-14%,8%,3%,1%,0%
Cc1cc(C)cc(Nc2nc3ccccc3c(=O)[nH]2)c1,-13%,-9%,i,8,0%,9%,-1%,-20%,0%
COc1ccc(/C=C/C(=O)NC(=S)NCC2CCCO2)cc1 (stereo not given),-24%,-5%,-2%,-3,3%,73%[activator],u,-11%,0%
O=c1cc(CN2CCN(c3ccccc3)CC2)nc2scc(-c3ccccc3)n12,-23%,0%,0%,-17,-42%,56µM*,-14%,40µM*,u

# Just Pol kappa inh (2 entries from above):
SMILES | Pol kappa inh
Cc1ccc(C(C)n2cc(C(=O)NCc3ccccn3)nn2)cc1 (stereo not given) | -20%
Cc1cccc(Nc2ncnc3onc(-c4cccc(Cl)c4)c23)c1C | -7%

# Source: PubChem

# An excerpt; count on the stated rates, not on these rows.
